PI5P4K alpha inh = PI5P4K alpha (human) kinase inhibition. PI5P4Kalpha enzyme, ADP-Glo luminescence, 60 min; active compounds read low. max response, %. hit rate 1.2% among 330,000. AID 652105; active = max response of -50% or lower; inconclusive = between -30% and -50%; inactive = -30% or higher; note: value at the top dose of about 77 µM; % is set by controls: 0 for no effect and ±100 for the full control effect
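Single end-point luminescence (ADP-Glo) quantified ADP from PI5P4Kalpha turnover; ATP 5 microM final, 1 h at RT, 0.1% CHAPS and 0.28 mM EGTA in HEPES pH 7.4.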
WRN inhibitor = inhibitors of human WRN helicase. Q14191. WRN helicase unwinding, fluorescent forked duplex, kinetic. Potency, µM (highest dose often 114 µM), without a hit: top-dose activity change, negative = inhibition, usual class: inhibitors. hit rate 0.46% among 360,000. AID 651768; note: potency is the fitted concentration of half-maximal effect; % is set by controls: 0 for no effect and ±100 for the full control effect; nearly all actives have a fitted effect of over 55% in size
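Primary qHTS, 1536-well format. 20 nM WRN + compound, 15 min RT; start with 100 nM forked fluorophore/quencher duplex, 2 mM ATP (final); kinetic read ex 525/em 598 nm.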
PLK1 PBD block = inhibitors of human PLK1 polo-box domain binding; AID 720504; P53350; Plk1 PBD binding of FITC phosphopeptide, fluorescence polarization; hit rate 2.8% among 360,000; Potency, µM, without a hit: max response, negative = inhibition, usual class: inhibitors; note: potency is the fitted concentration of half-maximal effect; series mostly up to about 57 µM; % is set by controls: 0 for no effect and ±100 for the full control effect; nearly all actives have a fitted effect of over 65% in size
Target sequence (P53350 whole entry, looked up, the tested form may be a part): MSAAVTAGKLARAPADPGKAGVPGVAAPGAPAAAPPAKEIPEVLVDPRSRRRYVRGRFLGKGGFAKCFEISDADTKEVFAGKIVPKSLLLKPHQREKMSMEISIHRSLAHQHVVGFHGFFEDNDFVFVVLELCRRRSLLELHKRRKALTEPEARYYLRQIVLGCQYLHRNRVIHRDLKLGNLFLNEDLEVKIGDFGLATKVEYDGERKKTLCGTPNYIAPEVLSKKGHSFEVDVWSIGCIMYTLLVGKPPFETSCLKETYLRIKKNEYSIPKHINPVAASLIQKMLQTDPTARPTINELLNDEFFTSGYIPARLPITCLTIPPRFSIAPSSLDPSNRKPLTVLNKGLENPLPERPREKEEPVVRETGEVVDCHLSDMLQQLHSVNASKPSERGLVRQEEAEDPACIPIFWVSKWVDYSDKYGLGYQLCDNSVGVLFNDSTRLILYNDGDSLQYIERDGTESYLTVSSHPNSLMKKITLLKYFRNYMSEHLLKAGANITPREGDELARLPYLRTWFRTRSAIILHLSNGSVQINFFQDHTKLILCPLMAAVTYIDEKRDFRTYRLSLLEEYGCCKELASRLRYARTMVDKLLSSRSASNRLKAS
HEK293 tox = cytotoxicity counter-screen for GLP-1 receptor inverse agonists | hit rate 0.13% among 410,000 | HEK293 cAMP-luciferase reporter cells, luminescence, 24 h | Potency, µM (doses to about 38.3 µM), without a hit: at the highest dose activity change, negative = inhibition, usual class: inhibitors | AID 624418;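 note: loss of luciferase light is scored as toxicity; potency is the fitted concentration of half-maximal effect; % is set by controls: 0 for no effect and ±100 for the full control effect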
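Here, cytotoxicity is scored as loss of luminescence. The MLSMR collection was tested on cells seeded in medium containing 10% Nu serum, with a 24 hr compound exposure preceded by 12 hours of culture.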
GLP-1R inv ag = inverse agonists of human GLP-1 receptor; HEK293 GLP-1R CRE-luciferase, luminescence, 24 h; GLP-1R form is constitutively active; Potency, µM (doses to about 38.3 µM), inactives show at the highest dose activity change, negative = inhibition, hits mostly inhibitors; hit rate 1.6% among 410,000; AID 624417; note: potency is the fitted concentration of half-maximal effect; % is set by controls: 0 for no effect and ±100 for the full control effect; nearly all actives have a fitted effect of over 55% in size
Target sequence (P43220 whole entry, looked up): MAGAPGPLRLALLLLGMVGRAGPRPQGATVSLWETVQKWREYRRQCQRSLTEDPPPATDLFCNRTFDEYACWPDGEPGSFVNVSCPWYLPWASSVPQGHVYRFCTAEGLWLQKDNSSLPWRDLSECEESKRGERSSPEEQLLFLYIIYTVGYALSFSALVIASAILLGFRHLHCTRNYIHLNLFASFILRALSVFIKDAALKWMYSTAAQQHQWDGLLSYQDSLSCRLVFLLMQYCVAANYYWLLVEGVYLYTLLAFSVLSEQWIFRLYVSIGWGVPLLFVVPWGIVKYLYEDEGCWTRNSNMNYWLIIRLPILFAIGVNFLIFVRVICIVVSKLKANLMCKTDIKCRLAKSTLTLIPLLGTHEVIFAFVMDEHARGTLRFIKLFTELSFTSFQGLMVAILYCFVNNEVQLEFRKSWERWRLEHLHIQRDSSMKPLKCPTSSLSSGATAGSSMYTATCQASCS
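Seeding at 200 cells/uL, 12 h culture, 24 hr compound treatment, then luciferase reagent and a luminescence read; cells are HEK293 stably expressing a constitutively active GLP-1R plus cAMP-responsive luciferase.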
GLP1R ag = agonists of human GLP-1 receptor; HEK293 GLP-1R CRE-luciferase, luminescence, 4-6 h; cells express a hypersensitive GLP-1R form; hit rate 0.007% among 380,000; Potency, µM (highest dose often 45.6 µM), without a hit: top-dose activation, hits mostly activators; P43220; AID 624172; note: potency is the fitted concentration of half-maximal effect; % of control where 0% means no effect
IL-2 act = activates IL-2 in a cell-based reporter assay; activation, % (series mostly up to about 46 µM); IL-2 activation reporter assay, cell-based qHTS; stimulated with anti-CD3/CD4/CD28 beads; in transgenic mouse T cells; hit rate 0.065% among 360,000; in the data active = activation above about 50%; inconclusive = mostly about 30% to 49%; note: 0% is about no effect
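Readout: EGFP and DsRed signals by fluorescent plate cytometry. Unstimulated transgenic mouse T cells received compound 60 min before antibody-bead stimulation, then incubated 18 h at 37 degrees C.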
D3 ag = activates the human D3 dopamine receptor | P35462 | D3R DiscoveRx beta-arrestin cells, luminescence, 90 min | max activation, % | hit rate 0.58% among 410,000 | AID 652048; in the data active = max activation above about 30%; note: 0% is about no effect; mostly tested at two doses, the higher about 12 µM
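Agonist mode: compounds and dopamine controls were applied to plated cells for 90 min at 37 degrees C after an overnight attachment at 1500 cells/well. Luminescent read-out followed 30 - 60 minutes at room temperature with DiscoveRx detection reagent.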
DRD3 antagonist = D3 dopamine receptor (human) antagonism. P35462. D3R cells, DiscoveRx beta-arrestin luminescence, antagonist mode; active compounds read low. max response, negative = inhibition, %. hit rate 2.5% among 360,000. AID 652054; in the data active = max response below about -50%; inconclusive = no clear call, values can overlap the other calls; note: % is set by controls: 0 for no effect and ±100 for the full control effect; mostly tested at two doses, the higher about 12 µM
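Cells plated overnight at 1500 cells/well, then exposed to library compounds with dopamine controls for 90 minutes at 37 degrees C. DiscoveRx reagent added for 30–60 minutes at room temperature; luminescence read, quantitative HTS format.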
* marks the source's active call; other numbers are inactive results; ? = inconclusive; · = no result given; & = joins results of further samples; [ ] = another dose, or the depositor's remark. Unless noted, calls come from the whole dose curve; as a rule, active = well fitted curve in the direction sought with a large enough effect; inconclusive = small, poorly fitted or top-dose-only effect, or another doubt; inactive = no such curve, though single readings can be large; an effect the other way counts as inactive or inconclusive. Outcome played no part in choosing rows. About 7.8% of those tested had a hit in this group.

# | structure | PI5P4K alpha inh | IL-2 act | GLP1R ag | HEK293 tox | DRD3 antagonist
1 | O=C(CNC(=O)c1ccco1)N/N=C/c1ccc(C(=O)O)cc1 | -5 | -2.0 | 1% | 7% | -3
2 | CCOc1ccc(C(=O)Nc2nnc(C3=COCCO3)o2)cc1 | -6 | -1.4 | 0% | ? | -9
3 | CCCCn1c(N)c(N(CCOC)C(=O)c2cc(-c3ccccc3Cl)nc3ccccc23)c(=O)[nH]c1=O | 8 | -1.1 | 10% | 9% | 0
4 | CN1/C(=C/C(=O)CSc2ccccc2C(=O)O)C(C)(C)c2ccccc21 | 1 | -0.5 | -3% | -6% | 3
5 | CCn1c(CNC(=O)c2ccco2)nnc1SCC(=O)Nc1ccccc1Cl | -5 | -0.7 | 3% | -15% | -14
6 | CSCCC(NC(=O)c1cccc(C)c1)C(=O)OCN1C(=O)c2ccccc2C1=O (stereo not given) | -1 | -5.9 | -7% | -5% | 6
7 | CNC1=CC(=O)CC(c2ccccc2)C1 (stereo not given) | -2 | -0.4 | -5% | 2% | -9
8 | Cc1cccc(N2CCN(CCCNC(=O)C3CCCN(c4ncnc5c4nc4n5CCCCC4)C3)CC2C)c1 (stereo not given) | 8 | -5.0 | 9% | -20% | -29
9 | CN1CCN(C(=S)NC(CC(=O)c2ccccc2)c2ccccc2)CC1 (stereo not given) | 3 | 0.5 | 4% | 4% | 14
10 | COc1ccc2c(c1)c(=O)oc1cc(OCC(=O)N3CCc4ccccc4C3)ccc12 | · | -1.6 | 0% | 30% | -14
11 | O=C(O)c1ccccc1/C=N/Nc1ccc(S(=O)(=O)Nc2ccc(Cl)cc2)cc1[N+](=O)[O-] | -7 | -0.5 | -1% | -23% | 7
12 | CCOc1cc(S(=O)(=O)N2CCCC2)c(C)cc1C | -5 | -0.9 | -1% | -17% | 4
13 | Cc1cc(C)c(C(=O)N2CCCC(C(=O)c3cc(F)ccc3F)C2)o1 (stereo not given) | -3 | -2.4 | -1% | 2% | 11
14 | O=C(NCc1ccccc1)C(Cc1ccccc1)NS(=O)(=O)c1cccc2nsnc12 (stereo not given) | · | -1.4 | -2% | 18% | 11
15 | COc1ccc(CCCc2nnc(SCC(=O)Nc3cccc(C)c3)o2)cc1 | · | -1.2 | 6% | 9%&3% | -9

# | D3 ag | PLK1 PBD block | GLP-1R inv ag | WRN inhibitor
1 | 4 | 2% | 17% | -16%
2 | -7 | 5% | 1% | 0%
3 | -6 | -2% | 17% | -4%
4 | 4 | -12% | 14% | -15%
5 | 0 | 10% | -3% | 9%
6 | 1 | -10% | 8% | -1%
7 | 1 | -14% | 13% | -10%
8 | -12 | -15% | ? | -7%
9 | -8 | -10% | 14% | 4%
10 | 6 | -28% | -9% | ?
11 | -9 | -22% | 5% | -16%
12 | 5 | -3% | 8% | -4%
13 | 3 | 1% | -4% | 9%
14 | 0 | 0% | 9% | -5%
15 | -14&-2 | -4% | -30%&8% | -13%

Following part
# | structure | PI5P4K alpha inh | IL-2 act | GLP1R ag | HEK293 tox | DRD3 antagonist
16 | Cc1cc(C)c(C)c(S(=O)(=O)N2CCC(C(=O)NCc3ccco3)CC2)c1C | -1 | 0.3 | 11% | -23% | 0
17 | Cc1cccc(N2CCN(C(=S)Nc3ccc4nc(N5CCOCC5)cc(C)c4c3)CC2C)c1 (stereo not given) | 5 | -1.6 | -4% | 4% | -19
18 | O=C(O)CCC(=O)OCCN(Cc1ccc(Oc2ccc([N+](=O)[O-])cc2)cc1)C(=O)C(Cl)Cl | -10 | -4.2 | 6% | -3% | 7
19 | CC1(C)CC(=O)C(C(C2=C(O)CC(C)(C)CC2=O)c2ccc(Cl)c([N+](=O)[O-])c2)C(=O)C1 (stereo not given) | -8 | -0.6 | -10% | 4% | -15
20 | CCOC(=O)CSc1nnc(NC(=O)c2cc([N+](=O)[O-])cc([N+](=O)[O-])c2)s1 | -19 | -0.7 | -12% | -24% | -13
21 | Cc1ccc(C(=O)OCN2C(=O)c3ccccc3C2=O)cc1S(=O)(=O)N1CCOCC1 | 1 | 1.8 | -1% | -5% | 15
22 | CCOC(=O)C1(Cc2ccccc2)CCCN(C(=O)c2ccc(-n3ccnc3)cc2)C1 (stereo not given) | 3 | -0.7 | -5% | -3% | 4
23 | COC(C(=O)Nc1ccc(S(=O)(=O)Nc2ccc(C)c(C)c2)cc1)c1ccccc1 (stereo not given) | 2 | 0.0 | -1% | -3% | 1
24 | Cc1ccc(S(=O)(=O)CCC(=O)OCn2nnc3ccccc3c2=O)cc1 | -4 | -0.1 | -5% | 3% | 12
25 | Cc1ccc(CNC(=O)CCC(=O)N2CC(C)Sc3ccccc32)cc1 (stereo not given) | 0 | -0.8 | 22% | -10%&-7% | 10
26 | O=C(NC(Cc1c[nH]c2ccccc12)c1nnc2n1CCCCC2)c1ccc(Cl)cc1 (stereo not given) | · | -1.2 | -4% | -22% | -9
27 | Cc1ccc(N(Cc2ccccc2)C(=O)Cc2ccc(S(=O)(=O)N3CCOCC3)s2)cc1 | 4 | -0.6 | 2% | 15% | -8
28 | Cc1nc(NS(=O)(=O)c2ccccc2)sc1NC(=O)OCCN(C)C | -20 | -0.9 | -11% | 7% | 3
29 | O=C(CN1C(=O)NC2(CCCCCC2)C1=O)c1ccc(OC(F)F)cc1OC(F)F | 2 | -0.5 | 22% | -1% | -3
30 | CCCCN(C(=O)CSCC(=O)Nc1ccc(OC)cc1)c1c(N)n(CCC)c(=O)[nH]c1=O | -9 | 0.3 | -3% | 16% | -20

# | D3 ag | PLK1 PBD block | GLP-1R inv ag | WRN inhibitor
16 | -4 | -6% | ? | 4%
17 | -4 | -7% | ? | 1%
18 | -11 | 1% | -2% | -1%
19 | 5 | -11% | 10% | -1%
20 | -2 | -21% | 3% | -33%[57.1 µM]
21 | -2 | -2% | 16% | -13%
22 | 15 | -1% | -1% | -15%
23 | -4 | 1% | ? | -16%
24 | 7 | -3% | 9% | 0%
25 | 2&9 | -4% | ? | 4%
26 | 3 | -3% | 0% | -9%
27 | 0 | -6% | ? | -29%
28 | -6 | 21µM* | -3% | -12%
29 | 4 | -4% | ? | -9%
30 | 0 | -1% | 20% | -24%

(more compounds)
# | structure | PI5P4K alpha inh | IL-2 act | GLP1R ag | HEK293 tox | DRD3 antagonist
31 | CC(C)NC(=O)C1(C)CCN1C(=O)C1(c2ccccc2)CCCC1 (stereo not given) | -4 | -0.3 | -1% | 0% | 0
32 | O=C(CCC(=O)Nc1cccc([N+](=O)[O-])c1)NCc1ccccc1 | 0 | -0.3 | 0% | -22% | -2
33 | O=C(COc1ccc(S(=O)(=O)N2CCOCC2)cc1)NC1CCCC1 | · | 3.8 | -17% | 2% | -5
34 | CCOc1ccc2nc(SCC3CC3(Cl)Cl)[nH]c2c1 (stereo not given) | -7 | -0.6 | 10% | -27% | 18
35 | CCc1ccc(C2C(C#N)=C(N)OC3=C2C(=O)CCC3)s1 (stereo not given) | -3 | -0.2 | 0% | 13% | -10
36 | N#CC1=C(N)Oc2cc(N)ccc2C1c1ccc(F)cc1 (stereo not given) | ? | -0.1 | 10% | 2% | 4
37 | CCOc1ccc(NC(=O)COC(=O)c2ccc3c(c2)OCO3)cc1 | 1 | -0.5 | -1% | 1% | 0
38 | Cc1cc(C#N)c(C)n1-c1cc(C(F)(F)F)ccc1N1CCOCC1 | · | -1.4 | -1% | -10% | -11
39 | CC(C)Sc1ncc(S(=O)(=O)c2ccccc2)c(=O)[nH]1 | 0 | 1.7 | ? | -1% | 3
40 | CCOC(=O)Cc1csc(NC(=O)CN2CCN(CC)CC2)n1 | 3 | -2.5 | 0% | -7% | -4
41 | CC(C)(CS(=O)(=O)[O-])NC(=O)CC[N+](C)(C)CCO | ? | -2.3 | 10% | 8% | -16
42 | Cc1ccc(CN2C(=O)C(O)(c3c(C)[nH]c4ccccc34)c3ccccc32)cc1 (stereo not given) | · | · | -11% | -19% | ·
43 | Cc1ccc(NC(=O)Cn2c(=O)c3ccc(Cl)cc3n3nncc23)cc1 | · | · | -2% | 0% | ·
44 | COc1ccc(NS(=O)(=O)c2cccc(NC(=O)CCS(=O)(=O)c3ccccc3)c2)cc1 | -10 | -1.7 | -1% | -9% | 1
45 | CN(c1ccccc1)S(=O)(=O)c1cccc(C(=O)Nc2nccs2)c1 | -14 | -2.9 | 4% | 7% | 0

# | D3 ag | PLK1 PBD block | GLP-1R inv ag | WRN inhibitor
31 | 16 | -6% | -8% | -2%
32 | 2 | -1% | 13% | 1%
33 | 2 | -1% | 3% | 6%
34 | 6 | 3% | ? | -11%
35 | -5 | ? | 4% | -7%
36 | -2 | -7% | ? | 0%
37 | 2 | -9% | -1% | -5%
38 | 0 | 4% | ? | -22%
39 | -4 | -5% | 10% | 0%
40 | 5 | -23% | 14% | 10%
41 | -9 | -18% | 2% | 7.9µM*
42 | 6 | · | ? | ·
43 | 9 | · | -1% | ·
44 | -1 | -11% | -25% | -3%
45 | -1 | -18% | -24% | 14%

Some of the entries above, reformatted:
no.	molecule	PI5P4K alpha inh	IL-2 act	GLP1R ag	HEK293 tox	DRD3 antagonist	D3 ag	PLK1 PBD block	GLP-1R inv ag	WRN inhibitor
37	CCOc1ccc(NC(=O)COC(=O)c2ccc3c(c2)OCO3)cc1	1	-0.5	-1%	1%	0	2	-9%	-1%	-5%
38	Cc1cc(C#N)c(C)n1-c1cc(C(F)(F)F)ccc1N1CCOCC1	·	-1.4	-1%	-10%	-11	0	4%	?	-22%
39	CC(C)Sc1ncc(S(=O)(=O)c2ccccc2)c(=O)[nH]1	0	1.7	?	-1%	3	-4	-5%	10%	0%
40	CCOC(=O)Cc1csc(NC(=O)CN2CCN(CC)CC2)n1	3	-2.5	0%	-7%	-4	5	-23%	14%	10%

From PubChem
